Compound activity from PubChem BioAssay.
Salmonella PhoP GFP – inhibitors of PhoP regulon expression, primary screen, Salmonella Typhimurium, GFP reporter (AID 1863). S. Typhimurium PhoP-regulated promoter GFP reporter, 4 h; higher % means a stronger effect. inhibition, % at 50 µM, or IC50 in µM where a hit was titrated. 0.16% of 300,000 active;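 active = inhibition over 29.93%, a cutoff 3 SD above the screen mean, later confirmed by dose response; inconclusive = inhibition over 29.93% but no dose response follow-up; inactive = inhibition at most 29.93% or unconfirmed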;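 note: 0% = low Mg2+ inducing control and 100% = high Mg2+ repressing control; strong numbers were not always called active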
SV40 large T antigen – SV40 large T antigen inhibitors, biochemical (AID 1903). 0.39% of 310,000 active. inhibition, % at 20 µM, or IC50 in µM where a hit was titrated. SV40 large T antigen ATPase/helicase inhibition assay; higher % means a stronger effect; in the data active = a potency from the dose series; inconclusive = inhibition mostly from about 32% at the one dose, without a potency; inactive = the rest, 99 in 100 with inhibition below about 32%; note: strong numbers were not always called active
TNAP activation fold – human TNAP enzyme activators, primary screen, biochemical, luminescent, no phosphate acceptor, uHTS (AID 1001); activation fold at 20 µM; hits with a dose series show EC50 in µM; purified TNAP, luminescent activation assay, no phosphate acceptor; higher activation fold means a stronger effect; 0.03% of 200,000 active; in the data active = activation fold from about 3, or a potency from the dose series; inactive = the rest, 99 in 100 with activation fold below about 1.6; note: many of its hits are not listed in these tables
T cell modulator – modulates CD8 T cell binding to vesicles; 2C CD8+ T cell-vesicle binding, flow cytometry; stronger effect = lower value; calls only at 7 µM; 0.068% of 330,000 active; AID 2052;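 active = response, share of CD8 T cells binding vesicles, and their 90th percentile fluorescence all below set limits, cut at about 80% in these data, passing the limit was not always enough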
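Benchmarks: naked versus QL9-loaded vesicles / Assay system: purified 2C TCR transgenic mouse naive CD8+ T cells / Technique: high-throughput flow cytometry with anti-B7-1 and anti-CD8 staining / Timing: Cell–vesicle co-incubation 1.5 h at 37 °C, staining 20 min on ice / Read-out: percent CD8+ FL2 mean versus row control / Probe or stimulus: QL9-loaded Drosophila micro-vesicles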
NTR1 ag – agonists of NTR1, primary screen, imaging, U2OS cells, beta-arrestin-GFP, high content (AID 493036) | activation, % at 20 µM | 0.17% of 330,000 active | NTR1-U2OS beta-arrestin-GFP spot imaging, agonist mode;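 active = activation at or above 40% of the spot to cytoplasm intensity ratio, with at least 20 cells analyzed; inconclusive = wells under 20 cells, flagged as cytotoxic or low count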;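 note: 0% = DMSO without peptide and 100% = 100 nM NTR1 peptide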
Target sequence (P30989 whole entry, looked up): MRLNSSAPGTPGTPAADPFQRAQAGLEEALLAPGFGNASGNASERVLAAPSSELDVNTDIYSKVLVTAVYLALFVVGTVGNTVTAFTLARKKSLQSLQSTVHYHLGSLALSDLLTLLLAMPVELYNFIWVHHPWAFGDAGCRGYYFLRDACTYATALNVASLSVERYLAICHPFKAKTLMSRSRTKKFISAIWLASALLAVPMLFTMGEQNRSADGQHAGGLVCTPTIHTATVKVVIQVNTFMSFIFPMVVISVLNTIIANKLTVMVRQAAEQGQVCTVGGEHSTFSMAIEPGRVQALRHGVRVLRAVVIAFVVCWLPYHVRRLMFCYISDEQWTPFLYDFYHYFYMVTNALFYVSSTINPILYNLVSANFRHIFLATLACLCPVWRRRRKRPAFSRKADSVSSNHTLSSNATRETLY
Myeloid diff MLP – myeloid differentiation induction; ER-HoxA9 myeloid progenitors, lysozyme-GFP differentiation, flow cytometry; calls only at 10 µM; 1% of 360,000 active; AID 624256;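 active = normalized GFP-positive differentiation at or above the plate's own cutoff, the solvent-only control mean plus 3 SD; inconclusive = no clear call, values can overlap the other calls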;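 note: cells exposed to compound for four days before flow analysis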
Rac1 GTP hydrolysis – MgcRacGAP GTPase-activating activity inhibitors, confirmation, biochemical, ADP Hunter fluorescence. MgcRacGAP-stimulated Rac1 GTP hydrolysis, ADP Hunter fluorescence; higher % means a stronger effect; GST-tagged Rac1 F28L mutant substrate. inhibition, % at 30 µM; hits with a dose series show IC50 in µM. 0.6% of 340,000 active;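 active = first-screen hits whose inhibition reached a set limit at any dose in the follow-up dose series; inconclusive = inhibition above the set first-screen limit but never retested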;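 note: fluorescence reports GDP produced by GAP-driven GTP hydrolysis; strong numbers were not always called active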
RSV antiviral HEp-2 – RSV antiviral activity via CPE protection, HEp-2 cells, primary 10 µM value included (AID 2391); HEp-2 cells, RSV-induced CPE inhibition; higher % means a stronger effect; CPE inhibition, % at 10 µM; hits with a dose series show IC50 in µM; 0.13% of 310,000 active; in the data active = a potency from the dose series; inconclusive = CPE inhibition mostly from about 23% at the one dose, without a potency; inactive = the rest, 99 in 100 with CPE inhibition below about 21%; note: strong numbers were not always called active
K1F lysis inhibition – protection from phage-mediated lysis, alamar blue read-out – E. coli UTI89, K1F phage, bacterial capsule biogenesis inhibitors (AID 488966); 0.02% of 340,000 active; E. coli UTI89 K1F phage lysis, alamar blue, 2 h; higher % means a stronger effect; inhibition, % at 100 µM, or IC50 in µM where a hit was titrated;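 active = phage lysis inhibition, versus mean bacterial control, above a set limit; inconclusive = no clear call, values can overlap the other calls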;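 note: capsule biogenesis inhibitors block K1F phage lysis so surviving cells raise fluorescence; higher fluorescence means more inhibition of phage lysis; actives were called in the ten point dose series up to 300 µM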
T cell modulator vesicle-bound % – recorded beside T cell modulator, whose call it bears; double positive events, %; measured here: CD8+ vesicle-bound cell fraction;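 binding gate set so that unloaded-vesicle control wells show 10% double positive cells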
NTR1 ag cell count 20 µM – also measured in NTR1 ag; calls as there; cell count; measured here: cell count, cytotoxicity flag
Myeloid diff MLP GFP+ MAC1+ % – further read-out of Myeloid diff MLP, marked with its call; GFP+ MAC1+ double positive, %; measured here: differentiation confirmed by MAC1 staining
Numbers without * were called inactive; i = inactive; ? = inconclusive; · = no result given; + = active, no number; [ ] = remark or other dose.

SMILES | Salmonella PhoP GFP | SV40 large T antigen | TNAP activation fold | T cell modulator | T cell modulator vesicle-bound % | NTR1 ag | NTR1 ag cell count 20 µM | Myeloid diff MLP | Myeloid diff MLP GFP+ MAC1+ % | Rac1 GTP hydrolysis | RSV antiviral HEp-2 | K1F lysis inhibition
CS(=O)(=O)N(CC(=O)NCCSc1ccccn1)c1ccc(F)cc1 | -3.5% | -0.1% | 1.1 | i | 20.2 | 0.3 | 28 | i | 0.1 | 5.3% | -0.9% | 0.9%
CC(C)(C)c1ccc(C(=O)N2CCC(=O)N(C(COCc3ccccc3)Cc3ccccc3)CC2)cc1 (stereo not given) | -2.5% | 3.5% | 1 | i | 53.3 | 6.3 | 102 | i | 2.5 | -1.5% | 11.2% | 0.9%
CCOc1ccc(-c2nc(C#N)c(N3CCN(C)CC3)o2)cc1 | 19.6% | 7.1% | 1.1 | i | 29.1 | 1.5 | 52 | i | 3.2 | 0.0% | -0.4% | 0.3%
CCOc1ccc2nc(N=NC3=C(O)CC(C)(C)CC3=O)sc2c1 | 2.6% | 15.2% | 0.6 | i | 37.5 | 0.6 | 58 | i | 0.2 | 8.5% | 2.8% | -0.6%
COc1cc(/C=C/C(=O)OCc2csc(CC(=O)Nc3ccc(C)cc3)n2)ccc1OCC#N | · | · | · | i | 36.7 | 2.3 | 43 | ? | · | -2.1% | -0.1% | 0.7%[50 µM]
O=C(O)COCC(=O)Nc1ccc(-n2cnnn2)cc1 | 2.0% | 3.1% | 1 | i | 6.9 | -0.7 | 36 | i | 0.1 | 0.9% | -0.1% | 0.0%
O=C(NCC(=O)N(Cc1cccs1)C(C(=O)NC1CCCC1)c1ccncc1)c1ccco1 (stereo not given) | 4.7% | 19.2% | 1.2 | i | 52.4 | -1.0 | 47 | i | 2.1 | 6.6% | 1.0% | 5.2%
CN=C(C)/C(C(=O)OC)=C(/O)c1c(F)cccc1F | -9.2% | 10.0% | · | i | 21.7 | -0.3 | 45 | i | 0.1 | 3.7% | 0.9% | -1.4%
COc1ccc2cc3c(N)nn(C(=O)c4cccc(F)c4)c3nc2c1 | -1.6% | 7.6% | · | i | 36.1 | 1.8 | 68 | i | 0.1 | 9.1% | 0.0% | 0.1%
N#Cc1ccccc1OCC(=O)NCC(c1ccc(F)cc1)N1CCOCC1 (stereo not given) | · | · | · | i | 32.3 | 2.1 | 56 | i | 0.4 | 0.2% | 1.0% | 0.7%[50 µM]
O=C(c1ccco1)N1CCN(C(=O)c2ccc(CS(=O)c3cccc(Cl)c3)o2)CC1 (stereo not given) | -4.1% | 3.7% | · | i | 7.5 | -0.5 | 59 | i | 4.6 | 9.4% | 0.9% | 0.1%
Cc1ccc(OCCCSc2n[nH]c(N)n2)cc1 | -1.0% | 14.0% | 1.4 | i | 62.8 | -0.9 | 96 | i | 0.5 | 0.0% | 1.8% | 0.1%
CCC1CCCCN1c1ccc([N+](=O)[O-])cc1/C=N/NC(=O)Cn1c2ccccc2c(=O)c2ccccc21 (stereo not given) | 5.1% | 22.2% | 1 | i | 6.6 | -2.7 | 75 | i | 1.0 | 1.6% | 1.1% | 0.1%
N/C(=N\OC(=O)Nc1ccccc1)c1ncc(C(F)(F)F)cc1Cl | 8.3% | -12.6% | 1.2 | i | 17.5 | -0.4 | 47 | i | 0.9 | 11.8% | 0.7% | 1.4%
O=C(O)CN1C(=O)/C(=C\c2cc(Br)ccc2OCc2ccccc2F)SC1=S | 0.7% | 16.0% | · | i | 10.8 | 0.7 | 51 | i | 0.5 | 15.4% | 5.2% | -1.8%[50 µM]
CN(c1cccc(NC(=O)Cc2ccccc2)c1)S(C)(=O)=O | 3.8% | 2.1% | 1 | i | 5.3 | 0.5 | 44 | i | 1.0 | 16.7% | -1.5% | 0.2%
CCOc1ccccc1NC(=O)c1ccccc1-c1nc(-c2ccccc2)no1 | -4.8% | 10.8% | 1 | i | 40.5 | 2.8 | 88 | + | 3.1* | -2.4% | 2.2% | 0.1%
Cc1nnc(SCC(=O)N2CCN(S(=O)(=O)c3ccc(Cl)cc3)CC2)[nH]c1=O | 5.0% | 1.9% | 1.1 | i | 14.7 | 0.1 | 49 | i | 1.0 | 13.7% | 0.5% | 1.4%
O=C(N/N=C/c1c[nH]c2ccc(Br)cc12)C1CC1 | -4.5% | 3.0% | · | i | 42.4 | 3.5 | 57 | i | 1.0 | 6.0% | 0.5% | 0.3%
O=[N+]([O-])c1ccc(N2CCSCC2)cc1O | 0.6% | 6.4% | · | i | 31.6 | -0.2 | 58 | i | 0.3 | 3.2% | 2.6% | -0.9%
Cc1cc(C)nc(SCc2nnc(SCC(=O)Nc3cc(C(F)(F)F)ccc3Cl)o2)n1 | 0.3% | 24.8% | 1.1 | i | 37.1 | 1.3 | 37 | i | 8.3 | 9.0% | 0.1% | 0.2%
COc1ccc(NC(=S)NC(=O)/C=C/c2cccs2)cc1 | -7.2% | 9.6% | 1.1 | i | 42.5 | 1.8 | 83 | i | 0.3 | -31.3% | -1.4% | -0.1%
CC(C)C(c1nnnn1C(C)(C)C)N1CCOCC1 (stereo not given) | -7.3% | 7.1% | 1 | i | 46.1 | -2.1 | 96 | i | 1.1 | 1.9% | 0.7% | 0.0%
CCCNC(=O)CN1CCN(c2cc3ccccc3c(Cl)n2)CC1 | -3.5% | 4.3% | · | i | 31.8 | 0.4 | 43 | i | 1.1 | 4.3% | 6.8% | -0.2%
CC1CCCC(NC(=S)NC(=O)c2ccco2)C1C (stereo not given) | · | · | · | i | 50.0 | 11.4 | 55 | i | 0.6 | 5.0% | · | -0.7%[50 µM]
O=C1NC(=Nc2cccnc2)S/C1=C\c1cccc(F)c1 | -6.4% | 9.4% | · | i | 28.4 | -1.7 | 39 | i | 0.1 | 8.9% | · | 0.3%
CC(NC(=O)c1ccco1)C(c1cccs1)N1CCN(c2ccccc2F)CC1 (stereo not given) | -4.8% | 2.5% | 1.1 | · | · | 0.6 | 55 | + | 29.2* | 10.9% | 1.5% | 0.6%
O=C(NCCCN1CCOCC1)c1ccc(-n2nc(C(F)(F)F)cc2-c2cccs2)cc1 | 15.5% | 0.1% | 1 | i | 11.8 | -0.6 | 91 | i | 0.8 | 9.3% | -1.9% | 0.7%
CCOC(=O)c1cc(-c2ccccc2)n(CC(=O)Nc2cccc(OC)c2)c1C | -8.9% | 8.9% | 1.2 | i | 28.8 | 10.8 | 48 | i | 0.9 | 5.7% | 2.6% | 4.5%
COCc1cc(=O)[nH]c2cc(NC(=O)c3cccc(OC)c3)c(C)cc12 | 15.7% | 7.9% | · | i | 47.9 | 0.3 | 44 | i | 0.4 | 4.8% | 0.8% | 0.0%
Cc1cnc(NC(=O)c2sc(Nc3ccccc3)nc2N)o1 | -13.1% | 0.8% | · | i | 25.0 | -1.0 | 57 | i | 0.6 | · | · | ·
O=C(O)c1ccccc1C(=O)Nc1ccc(Br)c2cccnc12 | -6.9% | 11.3% | 1.1 | i | 42.4 | 1.5 | 35 | i | 0.3 | -9.4% | 2.4% | -0.3%
COc1ccc(C)cc1COC(=O)c1[nH]c(C)c(C(C)=O)c1C | 10.3% | 18.5% | · | i | 9.6 | 5.5 | 33 | i | 0.8 | 6.7% | 12.5% | 0.7%
CCOC(=O)CSC1=C(C#N)C(c2sccc2C)C(C(C)=O)=C(C)N1 (stereo not given) | 1.2% | 0.5% | 1.1 | i | 9.6 | 1.8 | 48 | i | 4.4 | 11.6% | 0.0% | -0.3%
CC(=O)NCC(=O)N(C)C(C(=O)Nc1ccc2c(c1)OCCO2)c1ccc(C)cc1 (stereo not given) | -1.0% | 0.5% | 1.1 | i | 5.9 | -1.2 | 63 | i | 0.7 | 3.1% | 2.6% | -0.2%
CC(C)(C)C1CCc2c(sc3c2C(=O)NC(c2ccco2)N3)C1 (stereo not given) | 4.8% | 26.9% | 1 | i | 13.3 | 5.3 | 45 | i | 3.5 | 14.0% | 5.5% | 0.0%
CCn1c2ccccc2c2cc(NC(=O)c3cccc(OC)c3)ccc21 | 3.2% | 8.1% | 1.1 | i | 21.1 | 7.9 | 53 | i | 1.5 | 0.0% | 4.3% | 0.2%
NC(=O)C1CCN(c2nc(-c3cccc(Cl)c3)cs2)CC1 | · | · | · | i | 24.4 | -1.8 | 63 | i | 3.0 | 8.3% | · | 1.4%

Profiles as entered above. Screens in order: Salmonella PhoP GFP, SV40 large T antigen, TNAP activation fold, T cell modulator, T cell modulator vesicle-bound %, NTR1 ag, NTR1 ag cell count 20 µM, Myeloid diff MLP, Myeloid diff MLP GFP+ MAC1+ %, Rac1 GTP hydrolysis, RSV antiviral HEp-2, K1F lysis inhibition
Results for CC(C)C(c1nnnn1C(C)(C)C)N1CCOCC1 (stereo not given) : -7.3%, 7.1%, 1, i, 46.1, -2.1, 96, i, 1.1, 1.9%, 0.7%, 0.0%
Results for NC(=O)C1CCN(c2nc(-c3cccc(Cl)c3)cs2)CC1 : ·, ·, ·, i, 24.4, -1.8, 63, i, 3.0, 8.3%, ·, 1.4%
Results for CC(C)(C)C1CCc2c(sc3c2C(=O)NC(c2ccco2)N3)C1 (stereo not given) : 4.8%, 26.9%, 1, i, 13.3, 5.3, 45, i, 3.5, 14.0%, 5.5%, 0.0%

Copied from the list.
CC(C)C(c1nnnn1C(C)(C)C)N1CCOCC1 (stereo not given) in NTR1 ag cell count 20 µM: 96
CC(C)(C)C1CCc2c(sc3c2C(=O)NC(c2ccco2)N3)C1 (stereo not given) in T cell modulator vesicle-bound %: 13.3
